PREPL inh: human PREPL enzyme inhibition; recombinant PREPL, fluorescence polarization activity-based probe; inhibition, % at 5.96 µM; actives 0.68% (n = 320,000); AID 2751; in the data active = inhibition above about 43%;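 also: 0% = enzyme with DMSO and 100% = wells lacking enzyme; many of its hits are not listed in these tables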
JMJD2C inh: human JMJD2C demethylase inhibition; GST-JMJD2C(1-420) H3K9me3 demethylation, DELFIA europium; AID 2099; inhibition, % at 2.35 µM; Q9H3R0; actives 0.069% (n = 330,000);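 active = more than half of a compound's replicate wells show inhibition beyond 50%, single wells judged on their own value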;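 also: signal counts dimethyl H3K9 product captured on neutravidin plate; 0% = median of DMSO wells and 100% = 0.3 times that DMSO median; strong numbers were not always called active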
Target sequence (Q9H3R0 1-420 limits assumed): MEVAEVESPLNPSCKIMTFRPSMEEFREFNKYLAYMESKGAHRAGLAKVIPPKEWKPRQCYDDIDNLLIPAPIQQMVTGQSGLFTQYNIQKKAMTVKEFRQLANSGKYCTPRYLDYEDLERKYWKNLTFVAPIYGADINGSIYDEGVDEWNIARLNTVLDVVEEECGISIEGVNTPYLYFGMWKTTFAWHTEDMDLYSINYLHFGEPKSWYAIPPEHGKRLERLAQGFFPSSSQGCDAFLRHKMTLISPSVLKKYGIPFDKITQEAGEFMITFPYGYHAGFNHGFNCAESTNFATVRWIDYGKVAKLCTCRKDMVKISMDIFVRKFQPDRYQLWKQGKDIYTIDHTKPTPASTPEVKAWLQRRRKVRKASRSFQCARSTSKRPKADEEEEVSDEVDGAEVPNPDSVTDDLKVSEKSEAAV
core dimer inh: blocks dimerization of HCV core protein | TR-FRET GST/Flag-core106 dimerization, 1536-well | inhibition, % at 5 µM | actives 0.33% (n = 300,000) | AID 1899;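 active = inhibition above the mean of all tested compounds plus 3 SD, set per screening campaign, cut at about 45% in these data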
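Test system: GST/Flag-tagged HCV core106 proteins; Medium: KF-containing HEPES buffer, pH 7.45, DTT, CHAPS, BSA; Times: compound-protein-antibody incubation 4 h at 22.5 °C; Detection: TR-FRET 671 and 617 nm emission; Benchmarks: wells lacking GST-core106 and wells with excess unlabelled core106.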
PP1 inh: counter-screen for PP5 inhibitors: inhibitors of human PP1-alpha | P62136 | inhibition, % at 6.7 µM | actives 0.9% (n = 320,000) | purified PP1alpha, OMFP fluorescence | AID 2235;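 active = inhibition above the mean inhibition of all tested compounds plus 3 SD, computed separately for each screening campaign, cut at about 15% in these data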
LYPLA2 counter: counter-screen for PME1 inhibitors: inhibitors of human LYPLA2. recombinant LYPLA2, FP-Rh probe fluorescence polarization. inhibition, % at 5.9 µM. actives 0.38% (n = 320,000). AID 2177;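 active = inhibition above the screen-wide mean plus 3 SD, limit set per campaign, cut at about 26% in these data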;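 also: 0% = LYPLA2 with DMSO and 100% = wells lacking LYPLA2 enzyme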
PP5 primary: PP5 (human) phosphatase inhibition | purified PP5c, OMFP substrate fluorescence | actives 0.18% (n = 320,000) | inhibition, % at 6.7 µM | P53041;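 active = inhibition above the campaign's mean inhibition across all tested compounds plus 3 SD, cut at about 9.5% in these data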;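 also: 0% = DMSO only and 100% = 100 µM cantharidin control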
Target sequence (P53041 whole entry, looked up): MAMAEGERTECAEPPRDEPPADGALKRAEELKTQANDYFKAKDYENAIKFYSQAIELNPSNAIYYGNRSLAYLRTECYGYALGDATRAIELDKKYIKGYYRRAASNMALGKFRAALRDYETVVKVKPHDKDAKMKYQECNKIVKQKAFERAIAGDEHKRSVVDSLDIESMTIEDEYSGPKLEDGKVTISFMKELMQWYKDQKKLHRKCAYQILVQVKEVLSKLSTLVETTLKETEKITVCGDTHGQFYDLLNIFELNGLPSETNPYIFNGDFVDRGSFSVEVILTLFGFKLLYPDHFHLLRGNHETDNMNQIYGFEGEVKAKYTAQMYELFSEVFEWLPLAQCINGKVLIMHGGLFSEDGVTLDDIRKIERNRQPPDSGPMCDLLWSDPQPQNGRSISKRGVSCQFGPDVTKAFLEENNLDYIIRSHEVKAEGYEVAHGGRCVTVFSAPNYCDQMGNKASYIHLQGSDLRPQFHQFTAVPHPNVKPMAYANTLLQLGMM
Fh CTSL1 inh: cathepsin L1 inhibition, PFM18AAP counter-screen; actives 0.49% (n = 300,000); recombinant F. hepatica cathepsin L1, Z-Leu-Arg-MCA fluorescence; inhibition, % at 5.96 µM;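 active = inhibition above the mean of all tested compounds plus 3 SD, set per screening campaign, cut at about 17% in these data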;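 also: 0% = plate median of test compound wells and 100% = 1 µM Z-Phe-Ala-diazomethylketone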
Efflux pump mplx: inhibitors of Candida antifungal efflux pumps expressed in yeast; S. cerevisiae Candida pump triplex, Nile Red efflux; inhibition, % at 10 µM; actives 0.44% (n = 330,000);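 active = plate passing quality check with inhibition over a set limit, or well fluorescence over plate mean plus 4 SD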;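 also: Nile Red retained in pooled yeast measured as flow cytometry median fluorescence; 0% = buffer negative control and 100% = Enniatin B positive control; higher means more Nile Red kept so more efflux inhibition; some compounds called inactive have numbers as strong as hits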
TPT1 inhibitor: C. albicans TPT1 enzyme inhibition; AID 1962; actives 0.81% (n = 300,000); inhibition, % at 5 µM; recombinant caTPT1, FP RNA substrate dephosphorylation;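 active = inhibition above the mean of all tested compounds plus 3 SD, set per screening campaign, cut at about 24% in these data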;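 also: plate controls were DMSO alone for no effect and ferristatin control at 100 nM for full effect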
Starred values were filed as active, the others as inactive; x = no result given; & = joins results of further samples. An excerpt. The share of hits here may be higher or lower than overall.

SMILES,PREPL inh,JMJD2C inh,core dimer inh,PP1 inh,LYPLA2 counter,PP5 primary,Fh CTSL1 inh,Efflux pump mplx,TPT1 inhibitor
C[C@H]1CC[C@@H]2[C@@H](C)[C@H]3[C@H](C[C@H]4[C@@H]5CC=C6C[C@@H](O[C@@H]7O[C@H](CO)[C@H](O)[C@H](O[C@@H]8O[C@H](CO)[C@@H](O)[C@H](O)[C@H]8O)[C@H]7O[C@@H]7O[C@@H](C)[C@H](O)[C@@H](O)[C@H]7O)CC[C@]6(C)[C@H]5CC[C@]34C)N2C1,-7,4,0,-4,-1,-1.8,-2,0.1,28*
COCCN1Cc2cc(=O)n3c([nH]c4ccccc43)c2C1=N,6,1,-4,-3,-4,1.0,6,-0.4,-2
O=C1C2CCN(CC2)C1Cc1ccc(OCCOc2ccccc2)cc1 (configuration not stated),8,7,-2,-4,4,-2.7,7,0.1,-2
OCCNc1c2c(nc3ccccc13)CCCC2,6,-10,-5,2,4,1.6,-1,0.1,-1
Cc1cc(C)c(N=Cc2c(O)[nH]c(=O)[nH]c2=O)c(C)c1,7,-1,-15,2,-2,-0.9,0,-0.1,0
O=c1[nH]c(O)c(N=Nc2cccc(S(=O)(=O)N3CCOCC3)c2)c(=O)[nH]1,-2,-12,0,-2,-2,-1.4,1,0.1,3
CN1CCN(c2cc(N3CCCCCC3)c(F)cc2[N+](=O)[O-])CC1,9,10,-11,0,1,1.3,5,0.6,4
CCCCn1c(O)c(C=NC2CCCCC2N)c(=O)[nH]c1=O (configuration not stated),-14,0,-1,-1,-10,1.1,1,0.1,3
CC(C)(O)[C@@H]1[C@H]2OC(=O)[C@@H]1[C@]1(O)C[C@H]3O[C@]34C(=O)O[C@H]2[C@]14C (tested in a mixture with another compound),10,4,-9,2,6,2.9,-3,-0.2,-4
OC(CNCCc1c[nH]c2ccccc12)c1ccccc1 (configuration not stated),-29,-9,9,1,-6,0.5,3,0.1,-5
O=C(c1ccc2c(c1)ncn2C1CCCCCC1)N1CCC2(CC1)OCCO2,2,9,1,-1,-2,0.1,0,0.1,3
Cc1cccc(N2CCc3c2nc2ccccc2c3N)c1,29&23,-6&2,19&10,2&3,5&-1,0.6&3.1,1&5,0.0&-0.1,-3&-2
O=C1NC(=O)C(CCc2ccncc2)(c2ccccc2)C(=O)N1,15,-2,8,1,0,4.0,-3,0.2,0
Cc1ccc(C2(O)CN3CCC2CC3)cc1 (configuration not stated),-2,-10,-4,-1,-7,2.0,0,0.1,0
OC1/C(=C/c2ccccc2F)N2CCC1CC2 (configuration not stated),2,3,4,-2,-2,-3.4,0,0.0,-2

Record cards, from the list above. Screens in order: PREPL inh, JMJD2C inh, core dimer inh, PP1 inh, LYPLA2 counter, PP5 primary, Fh CTSL1 inh, Efflux pump mplx, TPT1 inhibitor
Shown for COCCN1Cc2cc(=O)n3c([nH]c4ccccc43)c2C1=N = 6, 1, -4, -3, -4, 1.0, 6, -0.4, -2
Shown for CCCCn1c(O)c(C=NC2CCCCC2N)c(=O)[nH]c1=O (configuration not stated) = -14, 0, -1, -1, -10, 1.1, 1, 0.1, 3

(list continues)
SMILES,PREPL inh,JMJD2C inh,core dimer inh,PP1 inh,LYPLA2 counter,PP5 primary,Fh CTSL1 inh,Efflux pump mplx,TPT1 inhibitor
CN1CCN(Cc2nc3ccccc3n2C)CC1,1,-21,-5,-7,6,3.1,1,0.2,6
C=CCN1C(=O)/C(=C/c2ccc(Br)s2)C(=O)NC1=S,-8,13,-9,1,-23,0.0,8,-0.1,28*
COCCNC(=O)N1[C@H]2CC[C@@H]1C(C(=O)OC)=C(c1ccc(-c3ccccc3)c(F)c1)C2,5,1,x,-1,8,2.0,x,-0.1,x
CCCOP(=O)(OCCC)C(NC(=O)c1cc(OC)c(OC)c(OC)c1)c1ccccc1 (configuration not stated),3,10,-3,-1,-2,-0.5,17*,0.1,-2
CNCCc1nc(N)n[nH]1,5,10,-1,-5,6,1.9,6,0.0,1
COc1nc(NCC2CCCO2)nc(N2CC3CC(C2)c2cccc(=O)n2C3)n1 (configuration not stated),9,-10,3,-4,-11,-1.9,1,-0.1,3
CN1C[C@H](CNC(=O)OCc2ccccc2)C[C@@H]2c3cccc4c3c(cn4C)C[C@H]21,64*,-12&-1,-16,7,3,2.5,0,0.1,-19
CC(=O)N(C)CC#CCN1CCC(O)CC1,9,7,-8,-5,3,3.2,1,0.0,-2
O=C(C[N+]12CCC(CC1)C(CO)C2)c1ccc([N+](=O)[O-])cc1 (configuration not stated),-10,-5,4,-5,7,-0.6,6,-0.2,0
Cc1cc(=O)oc2cc(OCC(=O)N3C[C@H]4C[C@@H](C3)c3cccc(=O)n3C4)c(Cl)cc12,4,2,-10,-4,-1,2.7,3,0.1,6
O=C(/C=C/c1ccc(Cl)cc1)NC(=S)N1C[C@H]2C[C@H](C1)c1cccc(=O)n1C2,-1,x,0,-2,-4,1.9,2,0.0,-3
O=C(O)CP(=O)(O)c1ccc(Cl)cc1,-2,19,-3,-5,8,0.7,-5,0.0,-3
COc1ccc(CCNCc2ccccc2F)cc1OC,-9,4,-3,2,-3,-2.9,6,0.1,2
Cc1cc(N2CCNCC2)nc2ccccc12,-4,-2,0,0,0,-1.4,-1,-0.2,-1
CN(C)CCc1nn[nH]n1,13,2,-74,-3,1,-1.5,4,-0.2,1

The list goes on:
SMILES,PREPL inh,JMJD2C inh,core dimer inh,PP1 inh,LYPLA2 counter,PP5 primary,Fh CTSL1 inh,Efflux pump mplx,TPT1 inhibitor
Cc1cc2ccccn2c1C(C[N+](=O)[O-])c1c(F)cccc1Cl (configuration not stated),1,-7,-1,6,-1,-0.3,-1,0.5,4
CCCCC(C)C(OC(=O)CC(CC(=O)O)C(=O)O)C(CC(C)CC(O)CCCCC(O)CC(O)C(C)N)OC(=O)CC(CC(=O)O)C(=O)O (configuration not stated),-2,x,0,-3,2,3.0,0,0.0,-3
COc1ccc(C(O)c2cc(OC)ccc2OP(=O)(N(C)C)N(C)C)cc1 (configuration not stated),-9,-3,-5,0,3,1.1,-5,0.3,-4
Oc1ccc2ccccc2c1CN1CC=C(c2ccccc2)CC1,9,4,-2,-4,-1,0.6,4,0.0,-1
O=NN1CCCCC1,-4,7,x,-6,-4,-0.9,x,0.1,x
NCCc1nc2ccccc2s1,-1,152,-3,0,1,-1.0,-3,-0.1,-1
Cc1[nH]c2ccc(OC(F)(F)F)cc2c1CCNCc1cccc([N+](=O)[O-])c1,23,39,-5,8,11,5.6,2,-0.1,2
CC(=O)NC(Cc1ccc(N(CCCl)CCCl)cc1)C(=O)NC(CC(C)C)C(=O)O (configuration not stated),1,-18,-8,1,0,1.8,5,-0.4,-6
CC1CCC2C(C)C(=O)OC3OC4(C)CCC1C32OO4 (configuration not stated),4,9,2,2,-1,0.7,-2,0.5,-4
CCC(=NCCc1c[nH]c2ccccc12)c1c(O)n(C)c(=O)n(C)c1=O,14,-8,4,-13,-1,4.8,-7,0.3,-1
O=C(COC(=O)Cc1ccccc1)Nc1cc(S(=O)(=O)N2CCCCC2)ccc1Cl,1,4,4,-4,-4,1.1,-6,0.2,2
CC(=NCc1ccc(F)cc1)c1c(O)n(C)c(=O)n(C)c1=O,22,33,-6,-4,9,-1.0,-3,-0.1,-5
CCOc1ccc(N=Cc2c(O)n(C(C)(C)C)c(=O)[nH]c2=O)cc1,5,-8,2,-2,4,5.9,5,-0.2,5
COC(=O)C1=C(c2cccc(OCc3ccccc3)c2)C[C@@H]2CC[C@H]1N2C(=O)NCc1ccc(F)cc1,12,3,x,7,0,4.1,x,-0.3,x
COCCNC(=O)Cn1cc(/C=C2\C(=O)NC(=O)N(c3cccc(C)c3C)C2=O)c2ccccc21,-5,4,-1,-1,-3,1.1,0,0.2,11

(cont.)
SMILES,PREPL inh,JMJD2C inh,core dimer inh,PP1 inh,LYPLA2 counter,PP5 primary,Fh CTSL1 inh,Efflux pump mplx,TPT1 inhibitor
C=C1C2C[C@H](O)C(C)(C)[C@@]2(O)[C@H](O)C[C@]23C[C@@](C)(O)[C@H](CC[C@H]12)[C@H]3OC(C)=O (some centres not stated),5,68,-2,5,3,3.3,-1,0.1,0
Oc1cccc2cccnc12,6,12,4,-6,3,-3.1,-1,-0.3,1
O=C(O)Cc1cnc[nH]1,-7,-2,1,-2,3,1.0,0,0.0,0
C[C@]12CCC3C(CC[C@H]4C[C@H](N)CC[C@]34C)C1CC[C@H]2O (some centres not stated),-64,-2,-4,-1,-11,3.6,0,0.0,-2
N=Cc1c(O)n(-c2ccc(C34CC5CC(CC(C5)C3)C4)cc2)c(=O)[nH]c1=O,-11,-1,35,20*,-6,4.8,-1,0.3,20
COc1ccc(N/N=C/c2c(O)n(-c3cccc(C)c3)c(=O)[nH]c2=O)cc1,2,-15,-8,-1,0,0.2,-1,0.1,0
CCOc1cc(C)cc2oc(=O)c3c(c12)CCCC3,1,11,1,2,-3,0.1,5,-0.3,-3
CCN(CC)c1nc2c(C)cccn2c(=O)c1C=C1C(=O)NC(=O)NC1=O,1,9,-2,-1,-10,-0.2,2,-0.1,2
CCC(=NCc1cc(OC)cc(OC)c1)c1c(O)n(C2CCCCC2)c(=O)[nH]c1=O,11,-5,8,-2,2,0.6,-2,0.0,3
COc1cc(/C=C/[N+](=O)[O-])ccc1O,17,5,-7,-1,3,1.0,7,-0.1,-4
NCCc1c[nH]c2ccc(OCc3ccccc3)cc12,13,5,8,-1,-13,2.2,-4,-0.1,4
CNC(=S)N(C)CCc1cc2c(c(OC)c1/C=C1/C(=O)NC(=O)N(C)C1=O)OCO2,4,3,3,-6,-3,-1.6,3,0.1,2
COC(=O)C1=C(c2ccc(C(C)=O)cc2)C[C@@H]2CC[C@H]1N2C(=O)N1CCCC1,-2,4,x,-1,0,-2.6,x,-0.1,x
O=C1NC(=O)N(Cc2ccc(F)cc2)C(=O)/C1=C\c1ccoc1,-6,4,10,1,-9,-2.6,2,0.0,163*
[N-]=[N+]=CC(=O)OC[C@H](N)C(=O)O,0,-25,-10,2,-5,-4.2,-1,0.0,0

Going on with the list:
SMILES,PREPL inh,JMJD2C inh,core dimer inh,PP1 inh,LYPLA2 counter,PP5 primary,Fh CTSL1 inh,Efflux pump mplx,TPT1 inhibitor
NP(=O)(OCCCc1ccccc1)Oc1ccccc1Cl (configuration not stated),4,-4,3,2,2,0.7,1,0.0,1
CN(C)CCCN=Cc1c(O)n(CCc2ccccc2)c(=O)[nH]c1=O,7,-2,1,2,9,0.0,1,0.0,72*
Cc1oc(-c2ccc(F)cc2F)nc1CN1C[C@@H]2C[C@@H](C1)c1cccc(=O)n1C2,14,-6,15,-5,4,0.9,-5,-0.1,-2
Cc1[nH]c2ccc(O)cc2c1CCN,20,x,-9,3,1,2.5,0,0.1,0
COc1cc2c(cc1OC)CC[N+](C)=C2,8,7,8,-10,9,-2.4,13,-0.2,-2
C=CCOC(=O)C1=C(C)OC(N)=C(C#N)[C@@]12C(=O)N(CC(N)=O)c1ccccc12,-6,-1,-1,-1,1,-0.6,-2,-0.1,0
CN(C(=O)Oc1ccc(F)cc1)c1ccccc1,-1,-2,4,6,1,0.4,0,-0.1,1
COC(=O)C1=C(c2ccc(S(C)(=O)=O)cc2)C[C@@H]2CC[C@H]1N2C(=O)N1CCC(C)CC1,-4,4,4,1,4,-1.9,3,0.0,-1
COC(=O)C1=C(c2ccc(OC)c(OC)c2)C[C@@H]2CC[C@H]1N2C(=O)N1CCC(O)CC1,-2,-1,x,2,1,1.0,x,-0.1,x

Screening results deposited in PubChem BioAssay by several laboratories.
